Bioassay records: PubChem, National Center for Advancing Translational Sciences (NCATS)
HADH2 inh: blocks human hydroxyacyl-CoA dehydrogenase type II. recombinant HADH2, NADH fluorescence, beta-hydroxybutyryl-CoA. Q99714. 73,000 tested, 3.4% active. Potency, µM (series often up to 57.1 µM), for inactives: at the highest dose activity change, negative = inhibition, usual class: inhibitors; further: potency means the concentration at half of the fitted maximal effect; on the % scale 0 is the no-effect control and ±100 the full control effect; nearly all actives have a fitted effect of over 60% in size; many of its hits are not listed in these tables
Target sequence (Q99714 whole entry, looked up, one chain of several): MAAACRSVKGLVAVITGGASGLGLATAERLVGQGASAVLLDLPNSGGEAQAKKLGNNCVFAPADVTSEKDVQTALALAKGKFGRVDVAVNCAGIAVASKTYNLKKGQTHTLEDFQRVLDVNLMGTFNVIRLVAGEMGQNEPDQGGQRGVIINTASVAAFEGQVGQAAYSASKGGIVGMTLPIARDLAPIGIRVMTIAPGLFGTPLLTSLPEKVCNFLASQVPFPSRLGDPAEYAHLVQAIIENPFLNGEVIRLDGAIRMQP
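20 nM HADH2 + cpd, 15 min RT; add 1 mM NAD+/90 uM beta-hydroxybutyryl-CoA; kinetic fluorescence 360/450 nm, 4 min. Tris-HCl pH 9.0, 0.01% Tween-20.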
CRE-bla Fsk: alters forskolin-stimulated CRE reporter signaling in CHO cells; CHO CRE-bla reporter (cAMP response element driving beta-lactamase), forskolin EC10, beta-lactamase ratio; Potency, µM (top dose mostly 38.2 µM), inactives show top-dose activity change, negative = inhibition, most hits filed as activators; 71,000 tested, 2.5% active; AID 662; active means well fitted activation curve with a large enough effect in the signal ratio, with a control signal flat, not every such curve was filed as active; inconclusive means small, poorly fitted or top-dose-only effect, or effect the other way, or a change in a side signal; the % refers to the signal ratio; further: potency means the concentration at half of the fitted maximal effect; % of control where 0% means no effect
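AC50 values, positive or negative, reflect shifts in EC10 NKH 477-induced CRE-bla reporter activity in CHO cells. Incubation lasted 3 h at 37 °C before CCF4 substrate (2 h, room temperature) and ratiometric 460/530 nm reading.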
BRCT PPI green: BRCA1 BRCT-phosphoprotein interaction inhibition | P38398 | BRCA1 BRCT-phosphopeptide binding, green fluorescence polarization | Potency, µM (doses to about 76.9 µM), without a hit: at the top dose activity change, negative = inhibition, hits mostly inhibitors | 75,000 tested, 0.05% active | AID 875;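 further: potency means the concentration at half of the fitted maximal effect; plate controls were peptide without protein for full effect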
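Compounds were incubated for 12 min at room temperature with a complex of 100 nM fluorescein-tagged pBACH1 decapeptide and 250 nM His-tagged BRCT protein. Buffer was phosphate pH 7.3 with EDTA, DTT and Tween 20. Disruption of binding lowers the polarization signal.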
HBB splice mod: alters splicing of the hemoglobin beta chain. HBB splicing reporter cell assay, activation; EGFP reporter with mutant IVS2-654 intron; response scale: normalised to 500 nM splice-correcting PNA. Potency, µM (titrated, usually from 46.1 µM), for the others: at the highest dose activation, actives largely listed as activators. 65,000 tested, 0.06% active. AID 925; further: potency means the concentration at half of the fitted maximal effect; 0% is about no effect
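Compounds were applied for 2 days to HeLa EGFP-654 cells, 500/well in Optimem with 2% FCS. The reporter's EGFP is disrupted by mis-splicing of beta-globin intron IVS2-654. Readout: summed well GFP fluorescence from 488 nm laser scanning; reference was 500 nM antisense […] 654 PNA.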
15-hLO inh: 15-hLO (ALOX15) enzyme inhibition | P16050 | purified 15hLO-1, xylenol orange hydroperoxide absorbance | Potency, µM (highest dose often 57.1 µM), without a hit: top-dose activity change, negative = inhibition, hits mostly inhibitors | 74,000 tested, 1.4% active; further: potency means the concentration at half of the fitted maximal effect; on the % scale 0 is the no-effect control and ±100 the full control effect; nearly all actives have a fitted effect of over 55% in size
Target sequence (P16050 whole entry, looked up): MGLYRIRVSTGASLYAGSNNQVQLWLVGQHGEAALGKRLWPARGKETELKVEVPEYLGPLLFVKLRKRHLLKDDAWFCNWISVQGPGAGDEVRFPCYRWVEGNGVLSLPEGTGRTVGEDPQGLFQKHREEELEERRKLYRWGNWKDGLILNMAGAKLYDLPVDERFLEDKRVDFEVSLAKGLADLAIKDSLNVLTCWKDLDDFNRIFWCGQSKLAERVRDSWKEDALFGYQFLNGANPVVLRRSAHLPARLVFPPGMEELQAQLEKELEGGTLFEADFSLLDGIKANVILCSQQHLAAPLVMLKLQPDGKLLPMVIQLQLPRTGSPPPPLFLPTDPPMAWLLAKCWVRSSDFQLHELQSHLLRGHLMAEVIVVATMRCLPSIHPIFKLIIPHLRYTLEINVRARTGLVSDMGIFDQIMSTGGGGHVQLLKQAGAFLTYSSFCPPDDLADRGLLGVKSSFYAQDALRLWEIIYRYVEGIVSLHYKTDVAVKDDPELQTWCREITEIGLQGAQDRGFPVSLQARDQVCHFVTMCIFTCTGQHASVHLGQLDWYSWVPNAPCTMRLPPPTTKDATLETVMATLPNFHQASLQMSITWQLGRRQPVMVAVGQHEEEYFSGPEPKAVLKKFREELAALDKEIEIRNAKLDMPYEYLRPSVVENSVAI
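Readout: Fe(III)-xylenol orange absorbance, 573-to-405 nm ratio as reaction progress. Enzyme 40 nM purified human 15hLO-1, substrate 50 uM arachidonic acid, 6 min RT after 15 min compound preincubation; Hepes pH 7.5 buffer with Triton X-100.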
BRCT PPI red: disrupts BRCA1 BRCT binding to phosphoprotein, red fluorophore readout. 75,000 tested, 0.03% active. P38398. Potency, µM (top dose mostly 76.9 µM), without a hit: top-dose activity change, negative = inhibition, most hits filed as inhibitors. BRCT-phosphopeptide binding, red fluorescence polarization; further: on the % scale 0 is the no-effect control and ±100 the full control effect
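Rhodamine-labelled pBACH1 10-mer (100 nM) bound to BRCT domain (100 nM) at pH 7.3; compounds incubated 12 min room temperature, polarization read. Free peptide defines full inhibition; unlabelled decapeptide titrated as control.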
DNA Pol III inh: DNA polymerase III holoenzyme inhibition. reconstituted DNA polymerase III holoenzyme replication, biochemical. AID 603. Potency, µM (top dose mostly 57.1 µM), inactives show at the top dose activity change, negative = inhibition. 71,000 tested, 0.25% active; further: potency means the concentration at half of the fitted maximal effect; on the % scale 0 is the no-effect control and ±100 the full control effect
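Reconstituted *E. coli* holoenzyme (0.35 nM Pol III, 1 nM beta, 154 nM SSB, 2 nM primase) was preincubated with compound for 15 min at RT. Synthesis on 1.4 nM ssM13Gori ran 35 min, then was stopped with PicoGreen/EDTA and read as dsDNA fluorescence.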
GFP derepression: derepresses silenced GFP locus in mouse C127i cells | 68,000 tested, 0.09% active | Potency, µM (doses to about 46.1 µM), without a hit: top-dose GFP derepression (activation) | mouse C127i GFP locus derepression, cytometry, 30 h; further: % of control where 0% means no effect
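Locus derepression in mouse mammary C127i cells whose integrated CMV-GFP reporter is normally silent; GFP expression after 30 h compound treatment was quantified by counting fluorescent cells.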
Ub-GFP proteasome: proteasome inhibitors stabilizing ubiquitin-GFP reporter. Ubiquitin-GFP reporter cells, proteasome inhibition, GFP fluorescence; response scale: untreated = 0%, 10 µM MG-132 = 100%. Potency, µM (series often up to 45.9 µM), for the others: at the highest dose activation (GFP accumulation), usual class: activators. 67,000 tested, under 10 active; active means well fitted activation curve with a large enough effect, not every such curve was filed as active; inconclusive means small, poorly fitted or top-dose-only effect, or another doubt; inactive means no such curve, though single readings can be large or run the other way; further: potency means the concentration at half of the fitted maximal effect
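U2OS cells stably expressing ubiquitin(G76V)-GFP, seeded overnight in 0.5% FBS medium, were exposed to compounds (qHTS, 46 uM to 2.9 nM) for 4 hr at 37 °C. GFP-positive cells were counted by laser cytometry (488 ex/515 em), normalized between basal and 10 uM MG-132.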
Hsp90 Hop PPI: changes Hsp90-Hop TPR2A binding signal, up or down. AID 595. Potency, µM (titrated, usually from 57 µM), for inactives: at the highest dose activity change, negative = inhibition. 71,000 tested, 0.44% active. AlphaScreen TPR2A-His6 binding biotin-Hsp90 C-terminal peptide; active means well fitted curve in either direction with a large enough effect; inconclusive means small, poorly fitted or top-dose-only effect, or another doubt; further: potency means the concentration at half of the fitted maximal effect; on the % scale 0 is the no-effect control and ±100 the full control effect; many of its hits are not listed in these tables
USP2a inh: blocks human ubiquitin-specific protease USP2a. O75604. USP2a enzymatic assay, qHTS inhibition. Potency, µM (titrated, usually from 38.3 µM), for inactives: at the highest dose activity change, negative = inhibition, hits mostly inhibitors. 60,000 tested, 0.1% active. AID 927;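 further: potency means the concentration at half of the fitted maximal effect; nearly all actives have a fitted effect of over 60% in size; plate controls were DMSO for no effect and NEM full inhibition control for full effect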
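USP2 core (20nM final) preincubated 30 min RT with compound, then Ub-PLA2 20nM and NBD C6-HPC 20uM final added; buffer 20mM Tris-HCl pH 8.0, 2mM CaCl2. Fluorescence Ex 460/Em 535 read at 0 and 2.5 h; normalized to NEM.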
* = called active by the depositor; i = inactive; ? = inconclusive; . = no result given; [ ] = remark or other dose. Unless noted, the call rests on the fitted dose curve; in most records, active means well fitted curve in the direction sought with a large enough effect; inconclusive means small, poorly fitted or top-dose-only effect, or another doubt; inactive means no such curve, though single readings can be large; an effect the other way counts as inactive or inconclusive. A portion of the library; the hit share may differ from the screen's.

#	Molecule	HADH2 inh	CRE-bla Fsk	BRCT PPI green	HBB splice mod	15-hLO inh	BRCT PPI red	DNA Pol III inh	GFP derepression	Ub-GFP proteasome	Hsp90 Hop PPI	USP2a inh
1	O=C(NC1CCCCC1)c1cccc(S(=O)(=O)N2CCOCC2)c1	7%	-2%	-1.9%	-1.3%	1%	1.1%	-3%	5%	20%	1%	1%
2	CCc1nn(CC(=O)NCCCN2CCCC2=O)c(=O)c2cc3sccc3n12	-4%	13%	-0.4%	-0.3%	6%	-0.1%	-8%	2%	-18%	-1%	.
3	Cc1ccc2cc(C#N)c(N3CCCN(C(=O)C4CCCO4)CC3)nc2c1 (configuration not stated)	7%	?	-1.7%	-1.6%	-14%	-4.4%	-5%	4%	0%	-2%	-9%
4	COc1ccc(C(=O)N(c2ccccc2)C2C=CS(=O)(=O)C2)cc1 (configuration not stated)	2%	-7%	-2.4%	-0.3%	1%	1.0%	-2%	-1%	-15%	-4%	2%
5	COC(=O)C1CCN(C(=O)c2ccc(SC)cc2OC)CC1	3%	17%	-1.6%	6.2%[0.369 µM]	-13%	0.8%	-6%	2%	.	-1%	7%
6	Cc1ccc(Cn2nc(C)c(NC(=O)c3cc(-c4ccco4)on3)c2C)cc1	13%	3%	33%[activator]	-0.5%	-10%	4.3%	-3%	1%	-2%	-1%	39%[activator]
7	c1ccc(-c2cc(CSc3nc4ccccc4[nH]3)on2)cc1	4%	?	2.4%	-3.2%	-20%	0.8%	-2%	7%	-8%	0%	5%
8	O=C(Cn1cnc2ccccc2c1=O)NCCC(=O)N1CCN(c2ccccc2)CC1	8%	-24%	-1.1%	-0.6%	12%	-0.3%	-9%	-1%	-2%	-4%	0%
9	CCOC(=O)CSc1nc2c(sc(=S)n2Cc2ccco2)c(=O)n1-c1ccc(F)cc1	14%	11%	-0.2%	2.4%[0.369 µM]	-4%	-2.3%	-6%	4%	.	-11%	32%[activator]
10	CCCn1c(SCC(=O)c2cc(OC)ccc2OC)nc2c1c(=O)n(C)c(=O)n2C	21%	4%	-2.2%	-0.3%[57.5 µM]	6%	0.8%	3%	0%	0%	1%	.
11	Cc1ccc(S(=O)(=O)NCCNC(=O)CN2CCCC2)cc1	5%	2%	-1.6%	0.8%	2%	1.0%	2%	2%	3%	-3%	1%
12	CCCCn1c(=O)n(CC(=O)Nc2ccc(C)c(Cl)c2)c(=O)c2c1ncn2Cc1ccco1	14%	-18%	5.2%	3.6%[57.5 µM]	?	-1.8%	?	6%	2%	-3%	31%[activator]
13	Cc1ccccc1OCCCCCn1ccnc1	5%	?	1.2%	2.2%	21%	0.4%	-4%	2%	-8%	-6%	10%
14	Cc1nn2c(-c3cccc(NC(=O)CN4CCOCC4)c3)nnc2c2ccccc12	-5%	?	1.4%	-1.3%	2%	-3.2%	-14%	-3%	7%	-4%	12%
15	O=c1[nH]c(SCc2ccccc2Cl)nc2c1cnn2-c1ccccc1	16%	0.79µM*	-4.5%	-0.4%	6%	-2.6%	-3%	.	-8%	-1%	.

#	Molecule	HADH2 inh	CRE-bla Fsk	BRCT PPI green	HBB splice mod	15-hLO inh	BRCT PPI red	DNA Pol III inh	GFP derepression	Ub-GFP proteasome	Hsp90 Hop PPI	USP2a inh
16	Nc1ccc(N2C(=O)c3ccccc3C2=O)c(Cl)c1	-19%	5%	-1.6%	1.9%	-2%	1.3%	-4%	0%	-1%	-10%	0%
17	O=C(c1ccc(COc2ccccc2Cl)o1)N1CCN(c2ccccc2)CC1	-3%	-2%	3.5%	-0.7%	-15%	0.3%	-6%	.	-2%	-4%	.
18	O=C(Oc1ccccc1)N1CCC2(CCCN(c3ccncc3)C2)CC1	-1%	21%	-0.5%	0.2%	?	0.0%	-5%	0%[9.22 µM]	7%	-4%	-18%
19	CC(C)COC(=O)Cc1c(O)c2ccccc2[nH]c1=O	?	4%	-1.0%	-1.6%[9.22 µM]	4%	-2.0%	-5%	-4%	-7%	0%	-3%
20	CCC(CC)C(=O)Nc1cc(C)cc(C)c1	0%	-6%	-1.2%	-0.3%	10%	-1.8%	3%	0%	11%	-4%	7%
21	COc1cccc(C(=O)Nc2cnc(NC(=O)c3ccco3)cc2C)c1	-2%	-8%	3.8%	.	-19%	-0.1%	-2%	-1%	-5%	?	8%
22	Cc1cccc(CS(=O)(=O)Cc2ccc(C(=O)NCCCN3CCOCC3)o2)c1	10%	-13%	0.5%	0.2%	4%	0.9%	1%	-1%	-3%	-3%	0%
23	C=C(C)CC1(c2ccccc2)Oc2ccccc2-c2nc3cc(Cl)c(Cl)cc3nc21 (configuration not stated)	13%[11.4 µM]	.	-0.6%[15.4 µM]	1.7%[9.22 µM]	-18%[11.4 µM]	0.7%[15.4 µM]	.	.	.	.	.
24	O=C(NCC(c1cccs1)N1CCOCC1)c1cc2ccccc2o1 (configuration not stated)	-3%	-13%	-1.2%	-0.3%[57.5 µM]	6%	-0.6%	-3%	-1%	2%	-4%	7%
25	O=C(C1CCCN(S(=O)(=O)c2cccc3nsnc23)C1)N1CCN(c2ccccn2)CC1 (configuration not stated)	12%	?	-2.1%	-0.3%	-15%	-1.3%	-3%	9%	-1%	0%	-4%
26	Nc1ccc(O)cc1C(=O)OCC(=O)C12CC3CC(CC(C3)C1)C2	12%	?	-0.3%	0.1%[57.5 µM]	13µM*	-2.3%	0%	0%	-3%	-8%	10%
27	COc1ccc(-c2noc(-c3ccccc3C(=O)Nc3cccc(OC)c3)n2)cc1	14%	5%	-2.0%	2.4%[1.84 µM]	-11%	1.1%	4%	-4%	11%	-1%	27%
28	Cc1ccccc1C(=N)c1ccccc1Cc1cccc2ccccc12	14%[11.4 µM]	-3%[7.6 µM]	-0.9%[15.4 µM]	2.4%[9.22 µM]	14%[11.4 µM]	-0.6%[15.4 µM]	-6%[11.4 µM]	0%[9.22 µM]	-4%[9.17 µM]	11%[11 µM]	.
29	CCOC(=O)c1c(C)[nH]c(C)c1C(=O)CSc1nc(N)cc(N)n1	?	-4%	-0.1%	0.0%[57.5 µM]	7%	3.7%	-5%	-2%	-4%	-1%	1%
30	CCOC(=O)C(Cc1c(F)cccc1F)(NC(C)=O)C(=O)OCC	1%	0%	-0.9%	-2.0%	4%	-1.2%	0%	4%	9%	-2%	6%
31	Clc1ccccc1-c1cncnc1NCc1cccs1	?	1%	-1.7%	-1.3%	?	0.5%	-4%	-3%[9.22 µM]	5%	-6%	18%
32	CCOc1ccc(-c2[nH]ncc2-c2ccc(OC)c(OC)c2)c(O)c1	i	?	-3.2%	-3.7%[57.5 µM]	-19%	0.1%	-4%	0%	0%	-8%	16%
